sdo1 growth: restores growth of sdo1-depleted yeast | actives 0.21% (n = 140,000) | z-score at 10 µM | AID 817 | S. cerevisiae sdo1-depleted JHY4D growth rescue, OD600 30 h; stronger effect = higher value; pdr5 snq2 efflux-pump mutant strain;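 active = z-score above 3 at both the 24 hr and the 30 hr optical density reads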;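 note: z-score against mean and SD of all compound wells on the same plate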
INS promoter inh: TRM-6 insulin promoter activity inhibition; TRM-6 cells (human fetal islet line), insulin promoter-eGFP reporter, imaging; reporter expression induced with tamoxifen; inhibition, % at 2 µM; actives 0.9% (n = 130,000); AID 1273;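 active = inhibition above the mean plus 3 SD, with well images judged a real hit on visual review, cut at about 60% in these data, passing the limit was not always enough; inconclusive = inhibition over the cutoff but images rejected on review; inactive = inhibition not above the cutoff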
sdo1 growth Rescue 24 h: further read-out of sdo1 growth, marked with its call; z-score; S. cerevisiae sdo1-depleted JHY4D growth rescue, OD600; measured here: growth rescue at 24 h;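 0 is the plate mean of compound wells and units are plate SD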
The depositor's hits bear a star; ? = inconclusive; . = not tested or not shown; & = joins results of further samples; [ ] = remark or other dose. The list is partial; count on the stated rates, not on these rows.

sdo1 growth Rescue 24 h	Molecule	sdo1 growth	INS promoter inh
-0.09	Cc1ccc(OCc2ccc(C#N)cc2)c(C(=O)c2cc(C#N)c(=O)n(C3CC3)c2)c1	0.66	.
-1.22	O=C(/C=C/c1ccccc1)c1ccc2c(c1)OCCCCO2	-1.45	.
.	CCC(C)(C)n1nnnc1C(c1cc(OC)ccc1OC)N1CCN(Cc2ccccc2)CC1 (stereo not given)	.	33.3
-0.29	CCN(CC(=O)NC(C)C)C(=O)c1ccc(S(=O)(=O)N(C)c2ccccc2OC)cc1	0.77	.
-0.06	Cc1ccnc(N2CCCC(C(=O)Nc3cc(F)ccc3C)C2)n1 (stereo not given)	0.12	.
-0.75	O=C(CCC(=O)N1CCCC1)Nc1nnc(C2CCCCC2)s1	-0.57	6.7
.	COc1ccc(N2CCN(C(=O)C3CCN(S(=O)(=O)c4ccccc4)CC3)CC2)cc1	.	-5.9
-0.33	CN(Cc1nc(-c2ccccn2)no1)S(=O)(=O)c1ccccc1	0.06	-5.4
1.67	Cn1ncc([N+](=O)[O-])c1C(=O)N1CCOCC1	1.5	.
-1.15	COc1ccc(/C=C/C(=O)Nc2ccc(N3CCOCC3)cc2)cc1	-0.87	.
0.32	O=C(Nc1ccc(Cl)cc1)c1cnc(-c2ccccc2)nc1-c1ccccc1	-1.59	.
-0.01	O=C(Nc1ccccc1C(=O)N1CCCC1)C1CCN(c2ncccn2)CC1	0.53	-19.2
-0.2	Cc1cc(C(=O)N/N=C2\CCCC(=O)C2)c(C)n1-c1ccccc1	0.28	.
-1.62	O=C(c1ccccc1)c1nn(-c2ccccc2)c2nnc(Cc3ccccc3)c(=O)n12	-1.56	0.0
-1.11	N#Cc1ccccc1Sc1ccccc1C(=O)OCC(=O)NC1CCCCC1	-1.63	30.8
-1.04	Cc1ccc(-c2csc(N/N=C/c3ccco3)n2)cc1	-1.21	-11.6
.	Cc1ccc(-n2nc3c(N4CCN(c5ccccc5)CC4)nnc(C)c3c2C)cc1	.	?
-1.01	N=c1sccn1CC(=O)NCCc1ccc(Cl)cc1Cl	0.55	-25.0
1.84	COc1ccc(-c2csc(NCc3ccco3)n2)cc1C	0	.
.	O=C(OCC(=O)N1CCCC1)c1c2c(nc3ccccc13)CCCCC2	.	-83.3
0.72	O=C(Cn1cc(C(F)(F)F)ccc1=O)N/N=C/c1cccc(Cl)c1	1.49	6.2
0.29	COc1ccc(/C=C/c2nc(N)nc(-c3ccccc3O)n2)cc1	-0.47	-111.1
-0.19	COc1ccc(N2CCN(C(c3cccs3)C(C)NS(=O)(=O)c3ccccc3)CC2)cc1 (stereo not given)	-0.57	.
-1.52	COc1cccc(Cn2cnc3c(NS(=O)(=O)c4ccc(Cl)cc4Cl)c(C)c(C)cc32)c1	-1.97	3.6
.	N#Cc1nc(COc2ccc(F)cc2)oc1N1CCCCC1	.	-5.3
.	COc1ccc(CC(=O)NNS(=O)(=O)c2ccc(F)cc2)cc1OC	.	36.4
.	COc1ccccc1-c1ccc(SCc2ccc(F)cc2)nn1	.	27.3
0.59	CC12C(=O)N(c3ccc(OC(=O)c4ccco4)cc3)C(=O)C1C1c3ccccc3C2c2ccccc21 (stereo not given)	0.12	29.6
.	CS(=O)(=O)c1ccc(C(=O)OCc2nnc(-c3ccc(Cl)cc3)o2)cc1[N+](=O)[O-]	.	46.1
-0.5	O=C(CSc1nnc2ccccn12)NC(=O)NC1CCCC1	-0.03	.
0.2	Cc1ccc(N(CC(=O)N2CCN(C3CCCCC3)CC2)S(=O)(=O)c2cccnc2)cc1	0.12	-50.0
0.49	Cc1nc(N)nc(C)c1Cc1ccccc1	0.87	.
-0.48	CCN(CC)C(=O)C1CCCN(Cc2ccccc2F)C1 (stereo not given)	0.36	18.8
-1.61	Oc1ccccc1C1Nc2cccc3cccc(c23)N1	-1.06	33.3
.	O=C(CNC(=O)c1ccccc1)NCc1ccc(Cl)cc1	.	52.6
-0.98	CN(c1nc2c(c(=O)n(C)c(=O)n2C)n1CC(=O)c1ccccc1)C1CCCCC1	-1.18	40.0
-0.54	Cc1cc(C(=O)OC(C(=O)Nc2cccc(C(F)(F)F)c2)c2ccccc2)c(C)o1 (stereo not given)	-0.33	19.4
-1.14	COC(=O)Cn1cc(C#N)c2ccccc21	0.62	-66.7
.	COc1cnn(-c2ccc(C)cc2)c(=O)c1Cl	.	-145.4
-0.04	COc1ccccc1-c1ccc(/C=C2/C=C(CC(C)C)OC2=O)o1	-0.53	28.6
.	CCOC(=O)C1=C(C)Nc2ccccc2N=C1NC(=O)C(c1ccccc1)c1ccccc1	.	-52.9
-1.45	Cc1ccc(-c2c(C)sc(=NC(=O)c3ccco3)n2C)cc1	-1.52	11.1
-1.33	CCCCN1C(=O)C2C(c3ccc(OC)cc3O)NC(CC(C)C)(C(=O)O)C2C1=O (stereo not given)	-0.58	.
.	COCCn1c(C)cc(/C=N/NC(=O)c2cccnc2)c1C	.	-5.9
0.49	CN(C(=O)c1ccccn1)c1nnc(-c2cccnc2)s1	1.07	5.4
1.57	Cc1ccc2nc(NC(=S)NC(=O)c3cccs3)sc2c1	-0.35	16.7
.	O=C1N(Cc2cccnc2)C[C@@H]2C[C@@H](c3cccc(OC4CCCC4)c3)N3CCC[C@@]123	.	-91.3
.	C=CCN(CC=C)C(=S)Nc1ccc2nsnc2c1	.	-20.0
.	O=C(NCCCN1CCCC1=O)c1ccc(Cl)c(Cl)c1	.	-15.0
-0.65	O=[N+]([O-])c1cccc(/C(=N/N=C/c2ccccc2Br)C23CN4CN(CN(C4)C2)C3)c1	-0.52	-30.0
0.19	CC(C(=O)NC1CCCC1)N(C(=O)CS(=O)CC(=O)Nc1ccc(F)cc1)c1ccc2c(c1)OCCO2 (stereo not given)	1.08	-20.0
-0.55	O=C(CCSc1ccccc1)NCCSc1ccccn1	-0.53	16.7
-0.29	Cc1ccc2[nH]c(=O)c(CN(Cc3ccco3)C(=O)c3cccs3)cc2c1	-0.43	25.0
-0.69	CCOC(=O)c1ccccc1NC(=O)COC(=O)c1ccc(C)c(S(=O)(=O)N2CCOCC2)c1	-1.08	-16.1
-0.76	Cc1ccc(NNC(=O)C(=O)N2CCCCC2)cc1	-1.4	.
.	Cc1cc(C)c(NC(=S)N(CCCN2CCOCC2)Cc2cccnc2)c(C)c1	.	-53.3
.	Cc1cc(C)c2sc(N(CCN(C)C)C(=O)c3c(F)cccc3F)nc2c1	.	33.3
-0.92	CCOC(=O)c1ccc(NC(=O)c2cn(-c3ccccc3)nc2-c2ccncc2)cc1	-1.8	43.3
1.22	CCc1c(C)c2cc(Cl)c(O)c(CN(C)C)c2oc1=O	1.58	34.9
0.94	COC(=O)C(NC(=O)c1ccco1)(Nc1nc(C)cs1)C(F)(F)F (stereo not given)	1.21	.

Going on with the list:
sdo1 growth Rescue 24 h	Molecule	sdo1 growth	INS promoter inh
-1.15	Cc1cccc(NC(=O)CSc2ccc(-c3ccco3)nn2)c1C	-0.51	.
1.29	COC(=O)c1ccccc1NC(=O)N1CSC[C@H]1C(=O)OC	1.37	-17.6
1.35	Cc1nc2sc(C(c3cccs3)N3CCC4(CC3)OCCO4)c(O)n2n1 (stereo not given)	0.9	-37.5
1.56	CC1(C)CC(=O)c2cc(NC(=O)c3ccccc3)c(=O)oc2C1	1.39	.
-1.33	C/C(=N\NC(=O)COc1ccc(C(C)(C)C)cc1)c1ccc2c(c1)OCCO2	-1.59	.
-0.02	CCOc1ccccc1NC(=O)CCS(=O)(=O)c1cccc2nonc12	0.94	.
.	CC(=O)c1cccc(NC(=O)C(=O)c2cn(CC(=O)N3CCCCC3)c3ccccc23)c1	.	-16.7
1.58	COC(=O)CCCCCCCCCC[N+]1(C)CCCCC1	1.62	-10.3
-1.04	CN=C1S/C(=C\c2cc(C)n(-c3ccccc3F)c2C)C(=O)N1C	-0.8	.
0.45	COc1ccccc1-n1c(SCC(=O)Nc2ccc3c(c2)OCO3)nc2c(c1=O)SCC2	0.67	7.9
0.54&0.31	O=[N+]([O-])/C(=C\Nc1ccccc1)S(=O)(=O)c1ccccc1	0.38&0.83	-65.8
-0.73	Oc1ccccc1CN(Cc1ccco1)CC(O)COCc1ccc(Cl)cc1 (stereo not given)	-1.66	23.1
0.67	O=c1cc(N2CCC3(CC2)OCCO3)[nH]c(=O)n1-c1ccc(Cl)cc1	0.73	.
-0.09	COc1ccccc1NS(=O)(=O)c1ccc(NC(=O)c2nc3nc(C)cc(C(F)F)n3n2)cc1	-0.16	0.0
0.27	Cc1ccc(NC(=O)CSc2nnc(-c3n[nH]c4ccccc34)n2-c2ccccc2)c(C)c1	0.22	-9.1

Among those listed so far, these have a CF3 group.
sdo1 growth Rescue 24 h	Molecule	sdo1 growth	INS promoter inh
0.72	O=C(Cn1cc(C(F)(F)F)ccc1=O)N/N=C/c1cccc(Cl)c1	1.49	6.2
-0.54	Cc1cc(C(=O)OC(C(=O)Nc2cccc(C(F)(F)F)c2)c2ccccc2)c(C)o1 (stereo not given)	-0.33	19.4
0.94	COC(=O)C(NC(=O)c1ccco1)(Nc1nc(C)cs1)C(F)(F)F (stereo not given)	1.21	.

Carrying on:
sdo1 growth Rescue 24 h	Molecule	sdo1 growth	INS promoter inh
.	CC(C)N1CCC(N2CCN(Cc3ccc(-c4ccccc4Cl)o3)CC2CCO)CC1 (stereo not given)	.	6.7
-0.2	COC(=O)c1ccccc1NC(=O)CN(C1CCCCC1)S(C)(=O)=O	0.2	31.0
-1.25	COC(=O)CNC(=O)CNC(=O)Nc1ccccc1	-0.62	3.0
.	COc1ccc(N=C2SC(C(=O)Nc3ccc(F)cc3)CC(=O)N2C)cc1 (stereo not given)	.	3.7
0.42	O=C(CSc1nc2nc3c(cc2c(=O)n1-c1ccccc1)CCCC3)Nc1cccc2ccccc12	-0.14	-30.6
-1.03	c1ccc2c(c1)oc1c(N3CCN(Cc4ccc5c(c4)OCO5)CC3)ncnc12	-1.34	-10.8
-0.38	CSc1ccccc1C(=O)Nc1ccc(C)c(C)c1	0.31	-8.3
4.03	CCCCNC(=S)NNC(=O)c1ccco1	2.81	-15.0
3	Cc1cc(C(=O)CN2C(=O)NC(Cc3c[nH]c4ccccc34)C2=O)c(C)n1C (stereo not given)	1.7	.
1.34	CNC(=O)[C@@]1(C)C=C[C@@H](Cc2ccccc2)N1C(=O)OC	1.03	23.8
0.39	Cc1ccc2nc(CSc3nnc(-c4ccco4)o3)cc(=O)n2c1	0.12[12.8 µM]	.
-0.35	CCOC(=O)c1c(C)[nH]c(C)c1C(=O)COc1ccc(NC(=O)c2ccco2)cc1	-0.4	30.6
0.65	CCSc1nnc(C)c(=O)n1COC(=O)c1ccc(S(=O)(=O)N2CCCC2)cc1	1.16	.
-0.04	CCOc1ccc(N2C(=O)CCC2=O)cc1	0.47	.
-0.3	N#CN=C(N)c1ccccc1	0.61	.
-1.54	Cc1cc(C)c(C#N)c(SCC(=O)N2CCN(Cc3ccccc3)CC2)n1	-1.48	.
0.86	CC1CCN(C(=O)CSc2nnc(-c3ccco3)o2)CC1	1.03	.
-0.16	CCCn1c(=S)[nH]c2cc(C(=O)N3CCc4ccccc43)ccc2c1=O	-1.16	-21.1
-1.31	CO/N=C/NC(=O)NOCc1ncc(C(F)(F)F)cc1Cl	-0.61	-6.9
0.23	O=C(/C=C/c1ccc(Cl)cc1)NCCN1CCOCC1	1.31	26.1
3.39	O=[N+]([O-])c1ccc(-c2ccc(/C=N/c3c(-c4ccco4)nc4ccccn34)o2)cc1	0.98	.
-1.77	COc1ccc(N=Nc2nc3cc(Br)c(Br)cc3n2C)c(OC)c1	-2.02	18.5
0.46	Nc1ccc2oc(-c3ccccc3Cl)nc2c1	0.53	.
0.62	Cc1ccc(S(=O)(=O)NNC(=S)Nc2ccccc2)cc1	0.7	9.4
.	Cc1ccc(NC(=O)CN2C(=O)NC3(CCCc4ccccc43)C2=O)cc1S(=O)(=O)N1CCOCC1 (stereo not given)	.	-5.3
-1.19	O=C(N[C@@H](Cc1ccccc1)C(=O)NC1CCCCCC1)c1ccco1	-0.37	0.0
.	CCN(CC)S(=O)(=O)c1ccc(C(=O)N2CCc3ccccc32)cc1	.	-14.3
.	Cn1nccc1C(=O)Nc1cccc(C(F)(F)F)c1	.	9.5
-1.49	O=C1OCC(c2ccccc2)=C1c1ccc(S(=O)(=O)N2CCOCC2)s1	-0.37	-20.0
0.08	CCN(CC)S(=O)(=O)c1cccc(-c2nnc(SCCOc3ccccc3)o2)c1	-0.18	7.1
-0.55	Cc1ccc(S(=O)(=O)NCC(=O)OCC(=O)Nc2ccccc2OC(F)F)cc1	0.08	.
.	CCCC(=O)OCC(=O)NC1CCCc2ccccc21 (stereo not given)	.	-83.3
.	O=C(Nc1cccc(F)c1)c1cc(S(=O)(=O)N2CCC3(CC2)OCCO3)ccc1F	.	-50.0
-0.93	C=CCN1C(=O)C(Cc2ccc(C)cc2)S/C1=N/N=C/c1ccco1 (stereo not given)	-1.51	16.7
.	N#Cc1ccc(NC(=O)CNc2cc(S(=O)(=O)N3CCOCC3)ccc2NCC2CCCO2)cc1 (stereo not given)	.	-7.1
-1.11	Clc1cccc(CSc2ncn(-c3ccccc3)n2)c1	-1.42	-183.3
0.98	CN(C)c1ccc(/C=N/N(Cc2ccccc2)c2ccccc2)cc1	-0.37	.

Ordered by count of non-hydrogen atoms (low to high): some entries from above.
sdo1 growth Rescue 24 h	Molecule	sdo1 growth	INS promoter inh
0.98	CN(C)c1ccc(/C=N/N(Cc2ccccc2)c2ccccc2)cc1	-0.37	.
-0.55	Cc1ccc(S(=O)(=O)NCC(=O)OCC(=O)Nc2ccccc2OC(F)F)cc1	0.08	.
.	N#Cc1ccc(NC(=O)CNc2cc(S(=O)(=O)N3CCOCC3)ccc2NCC2CCCO2)cc1 (stereo not given)	.	-7.1

Screens from PubChem.
